Compound activity from PubChem.
HTT cytoprotect = qHTS Multiplex Assay to Identify Dual Action Probes in a Cell Model of Huntington: Cytoprotection (ATP); PC12 HTT-Q103 induced, cytoprotection, ATP luminescence, 40 h; 230,000 tested, 0.14% active; Potency, µM (doses to about 56.4 µM), for inactives: cytoprotection (ATP increase), hits mostly activators;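 further: % of control where 0% means no effect; nearly all actives have a fitted effect of over 45% in size; toxic huntingtin expression switched on by the ecdysone agonist tebufenozide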
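Stable PC12 Q103-GFP cells in serum-supplemented, phenol red-free DMEM; induction by tebufenozide at 100 nM final; compound dose series; cell viability quantified luminescently from ATP.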
JMJD2E inh = qHTS Assay for Inhibitors of Human Jumonji Domain Containing 2E (JMJD2E); Lysine-specific demethylase 4E (Homo sapiens), B2RXH2; JMJD2E catalytic domain, FDH-coupled NADH fluorescence (FDH is formaldehyde dehydrogenase); Potency, µM (titrated, usually from 57.1 µM), for inactives: at the highest dose activity change, negative = inhibition, usual class: inhibitors; 230,000 tested, 1.6% active; active means well fitted inhibition curve with a large enough effect, not every such curve was filed as active; inconclusive means small, poorly fitted or top-dose-only effect, or another doubt; inactive means no such curve, though single readings can be large or run the other way;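 further: 0% = wells with enzyme and -100% = buffer wells without enzyme; nearly all actives have a fitted effect of over 50% in size; many of its hits are not listed in these tables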
Target sequence (B2RXH2 1-337 limits assumed): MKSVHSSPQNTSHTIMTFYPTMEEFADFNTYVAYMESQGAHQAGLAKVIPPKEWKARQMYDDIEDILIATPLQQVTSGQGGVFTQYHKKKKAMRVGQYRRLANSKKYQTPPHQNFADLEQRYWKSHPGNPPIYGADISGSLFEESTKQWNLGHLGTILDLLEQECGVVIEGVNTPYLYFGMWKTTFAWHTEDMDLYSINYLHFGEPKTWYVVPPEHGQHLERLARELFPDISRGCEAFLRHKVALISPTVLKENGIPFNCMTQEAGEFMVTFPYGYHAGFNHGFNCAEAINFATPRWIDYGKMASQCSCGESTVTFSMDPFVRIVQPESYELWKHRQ
SMN2 splice enh = qHTS Assay for Enhancers of SMN2 Splice Variant Expression. HEK293 SMN2-luciferase splicing reporter, luminescence, 30-36 h. Potency, µM (doses to about 46.1 µM), for the others: at the highest dose activity change, positive = activation, usual class: activators. 210,000 tested, 2.8% active; further: % of control where 0% means no effect; nearly all actives have a fitted effect of over 55% in size
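qHTS luciferase splicing reporter: luminescence rises when SMN2 exon 7 is included in transfected HEK293 cells. Compound exposure lasted 30-36 h at 37C, with 4.5 mM final sodium butyrate as control, followed by a ONE-Glo read.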
ALDH1A1 inh = qHTS Assay for Inhibitors of Aldehyde Dehydrogenase 1 (ALDH1A1); Aldehyde dehydrogenase 1A1 (Homo sapiens), P00352; Purified ALDH1A1, NADH fluorescence, propionaldehyde substrate; Potency, µM (series often up to 75.3 µM), for the others: at the highest dose activity, negative = inhibition, usual class: inhibitors; 220,000 tested, 7.3% active; active means well fitted inhibition curve with a large enough effect, not every such curve was filed as active; inconclusive means small, poorly fitted or top-dose-only effect, or another doubt; inactive means no such curve, though single readings can be large or run the other way;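 further: plate controls were no enzyme wells and a reference inhibitor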
Target sequence (P00352 whole entry, looked up): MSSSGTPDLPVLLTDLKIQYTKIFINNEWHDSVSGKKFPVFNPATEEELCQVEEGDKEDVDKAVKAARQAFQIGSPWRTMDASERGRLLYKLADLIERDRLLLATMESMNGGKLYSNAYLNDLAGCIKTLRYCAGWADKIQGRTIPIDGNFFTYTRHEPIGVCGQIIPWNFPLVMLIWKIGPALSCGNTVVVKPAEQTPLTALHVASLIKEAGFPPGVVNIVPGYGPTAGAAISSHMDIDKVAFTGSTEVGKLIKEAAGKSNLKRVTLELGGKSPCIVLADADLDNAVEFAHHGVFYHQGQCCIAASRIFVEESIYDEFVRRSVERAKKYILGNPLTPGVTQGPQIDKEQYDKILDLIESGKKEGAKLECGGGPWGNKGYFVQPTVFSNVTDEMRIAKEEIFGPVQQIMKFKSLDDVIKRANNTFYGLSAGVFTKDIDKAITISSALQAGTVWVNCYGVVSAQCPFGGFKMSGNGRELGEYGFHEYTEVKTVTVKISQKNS
HTT aggregate = qHTS Multiplex Assay to Identify Dual Action Probes in a Cell Model of Huntington: Aggregate Formation (GFP); 220,000 tested, 1.1% active; Potency, µM (series often up to 46.1 µM), without a hit: at the top dose activity change, negative = inhibition, usual class: inhibitors; PC12 HttQ103-GFP aggregates, Acumen cytometry, 40 h; further: on the % scale 0 is the no-effect control and ±100 the full control effect; nearly all actives have a fitted effect of over 60% in size
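Read-out: GFP aggregate count by laser scanning cytometer (488 nm excitation, 500-530 nm emission, 1–25 µm objects >6 SD above background). Cells: PC12, inducible HTTex1-Q103-GFP, 100 nM tebufenozide; compounds titrated.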
Tau ThT inhib = qHTS for Inhibitors of Tau Fibril Formation, Thioflavin T Binding; recombinant tau K18 P301L, heparin-induced fibrillization, ThT fluorescence; Potency, µM (top dose mostly 57.4 µM), for the others: at the top dose activity, negative = inhibition, actives largely listed as inhibitors; 270,000 tested, 2.1% active; further: on the % scale 0 is the no-effect control and ±100 the full control effect; nearly all actives have a fitted effect of over 55% in size
Target sequence (P10636 561-689 P618L limits assumed): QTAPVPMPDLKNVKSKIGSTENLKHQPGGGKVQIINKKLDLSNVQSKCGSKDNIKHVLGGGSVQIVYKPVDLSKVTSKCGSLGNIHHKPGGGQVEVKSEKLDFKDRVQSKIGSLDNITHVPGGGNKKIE
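Fibril formation assay: tau K18 P301L at 15 uM with trace Alexa 594 label, heparin inducer 20 uM, pH 7 sodium acetate buffer, 37 C for 6 hr; endpoint ThT signal.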
Tau fluor counter = Counterscreen qHTS for Inhibitors of Tau Fibril Formation, Fluorescence Polarization | tau K18 P301L Alexa594 fluorescence, heparin fibrillization | AID 1463, 2008 | 280,000 tested, 0.93% active | Potency, µM (doses to about 57.7 µM), inactives show at the highest dose activity change, negative = decrease; further: on the % scale 0 is the no-effect control and ±100 the full control effect; nearly all actives have a fitted effect of over 55% in size
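Human tau K18 P301L (15 uM unlabeled, 0.24 uM Alexa 594-labeled) in 100 mM sodium acetate pH 7 with 20 uM heparin, 6 hr at 37 C. ThT 30 uM added, 1 hr ambient; Alexa 594 FP and total fluorescence read at 555/632 nm.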
Tau FP inhib = qHTS for Inhibitors of Tau Fibril Formation, Fluorescence Polarization | K18 P301L tau heparin fibrillization, Alexa594 FP, 6 h | Potency, µM (titrated, usually from 57.7 µM), for inactives: at the highest dose activity, negative = inhibition, hits mostly inhibitors | 280,000 tested, 0.39% active | Microtubule-associated protein tau (Homo sapiens), P10636 | AID 1468, 2008; further: on the % scale 0 is the no-effect control and ±100 the full control effect; nearly all actives have a fitted effect of over 55% in size
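Read-out: fluorescence polarization of Alexa 594-labeled tau (0.24 uM), 555 nm excitation, 632 nm emission. Mixtures held 15 uM unlabeled K18 P301L, compound and 20 uM heparin, pH 7 acetate buffer, incubated 6 hr at 37 C.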
An asterisk follows results filed as active; ? = inconclusive; / = no result given; [ ] = dose if it differs, or a comment. Unless noted, the call rests on the fitted dose curve; in most records, active means well fitted curve in the direction sought with a large enough effect; inconclusive means small, poorly fitted or top-dose-only effect, or another doubt; inactive means no such curve, though single readings can be large; an effect the other way counts as inactive or inconclusive. Potency means the concentration at half of the fitted maximal effect. The list is partial. The share of hits here may be higher or lower than overall.

SMILES	HTT cytoprotect	JMJD2E inh	SMN2 splice enh	ALDH1A1 inh	HTT aggregate	Tau ThT inhib	Tau fluor counter	Tau FP inhib
Cc1n[nH]c(C)c1CCNCc1ccc(OCC(O)CN2CCCCC2)cc1 (stereo not given)	2%[10 µM]	-5%	/	5%	-2%[9.22 µM]	7%	2%	1%
COc1ccc(Cl)cc1-n1c(C)cc(C=O)c1C	-4%	-9%	27%	13µM*	-1%	-4%	-5%	1%
Cc1ccc(C)c(NC(=O)Cn2nnc(-c3ccc(N4CCOCC4)cc3)n2)c1	-26%	-17%	-14%	?	10%	-6%	-9%	-4%
CC(C)C(=O)N1CCN(c2ccc(NC(=O)c3ccc(Br)o3)cc2)CC1	20%	0%	/	-1%	9%	?	-9%	1%
CCN(CC)CCOC(=O)c1ccc(NC(=O)COc2cc(=O)n(CC)c3ccccc23)cc1	-13%[10 µM]	6%	-1%	?	12%	-7%	-17%	-10%
O=C(CCCSc1nc2ccccc2s1)NCc1ccc2c(c1)OCO2	2%[1.9 µM]	-5%	-39%[inhibitor]	3.5µM*	5%	-10%	-18%	9%
Cc1c(C(=O)N2CCOCC2)oc2ccc(S(=O)(=O)N3CCCCCC3)cc12	-17%	5%	-18%	-3%	16%	-3%	-4%	0%
CC1(C)Oc2ccc(C(=O)NC3CCCC3)cc2N(CC(=O)NC2CCCCC2)C1=O	-31%	5%	?	?	9%	-10%	-5%	8%
COC(=O)c1ccc(C2C(Oc3ccc(OC)cc3)C(=O)N2CCc2ccc(F)cc2)cc1 (stereo not given)	-9%	10%	0%	9%	3%	3%	-6%	-6%
CCOC(=O)C(NC(=O)CC(C)C)(Nc1sc(C)c(CC)c1C#N)C(F)(F)F (stereo not given)	12%[10 µM]	7%	-13%	5%	-10%	-7%	-18%	0%
O=C(Oc1ccccc1Cl)c1ccc(N2CCOCC2)c([N+](=O)[O-])c1	-7%[1.9 µM]	1%	9%	?	18%	?	-26%	0%
COCCOC(=O)c1c(NC(=O)CN2CCc3ccccc32)sc(C(N)=O)c1C	-2%[10 µM]	-5%	/	14µM*	44%[9.22 µM]	-17%	-19%	1%
COc1cc(/C=N/NC(N)=O)ccc1OCC(=O)Nc1ccc(C)c(C)c1	/	-4%	7%	-3%	16%	?	-18%	3%
COc1ccc(C(CC(=O)N2CCN(c3ccccc3)CC2)c2c(O)cc(OC)cc2OC)cc1 (stereo not given)	7%[10 µM]	?	/	/	12%[9.22 µM]	-17%	-29%	4%
COc1ccc(-c2cc(C(F)(F)F)n3nc(C(=O)Nc4cccc(C(F)(F)F)c4)c(Br)c3n2)cc1	/	/	-11%	/	/	-10%	-10%	?
COc1cc(NC(=O)CSc2nc(-c3ccco3)cc(C(F)(F)F)n2)cc(OC)c1OC	/	/	-8%	/	/	-2%	-22%	-4%
Cn1c(=O)[nH]c(=O)c2c1nc(N1CCCC1)n2CCCSc1nc2ccccc2o1	-8%	0%	-11%	-3%	-5%	0%	1%	5%
COCCSc1nnc(-c2cnccn2)o1	2%[10 µM]	?	/	-8%	-7%	-1%	1%	-4%
N#Cc1c(C(F)(F)F)cc(-c2cccs2)nc1SCc1ccc(Cl)nc1	-8%	?	-26%	?	-14%	-7%	-13%	-5%
COc1cc(NC(=O)c2ccccc2)c(OC)cc1Cl	-20%[10 µM]	8%	11%	1%	-9%	-10%	-10%	-8%
Cc1ccc(-c2nc(NC(=O)CSc3ncn[nH]3)ns2)cc1	16%[10 µM]	-10%	/	/	8%[9.22 µM]	/	-8%	-3%
CCOc1ccc2nc(N3C(=O)/C(=C/c4ccc(Cl)cc4)NC3=S)sc2c1	-9%[10 µM]	38%[activator]	6%	10%	-17%	4.5µM*	?	-8%
COc1cccc(/C=C/C(=O)OCC(=O)Nc2ccc(N3CCOCC3)cc2)c1OC	-18%[10 µM]	?	-30%	?	20%	-6%	-16%	1%
O=C(Nc1ccccc1OC(=O)c1ccc(Cl)cc1)c1ccc(Cl)cc1	?	5%	31%	11%	18%	-3%	-12%	0%
Cc1ccc(C(=O)CN(C(=O)c2ccc(Cl)c(Cl)c2)N2C(=O)C3C4C=CC(C4)C3C2=O)cc1 (stereo not given)	19%[10 µM]	6%	-18%	-5%	1%	-2%	-13%	11%
CCn1c(-c2csc(C(C)C)c2)n[nH]c1=S	/	-3%	13%	16µM*	6%	?	-8%	9%
Cc1cccc(C(C)C)c1NC(=O)COC(=O)COc1ccc2c(C)cc(=O)oc2c1	13%[1.9 µM]	?	7%	?	-11%	-13%	-12%	-6%
CCN1C(=O)c2ccccc2S(=O)c2ccc(C(=O)N3CCN(c4cccc(Cl)c4)CC3)cc21 (stereo not given)	/	/	16%	/	/	-8%	-9%	12%
CCc1ccccc1NC(=O)C1CCN(S(=O)(=O)c2ccccc2)CC1	/	/	-18%	/	/	-1%	0%	-3%
C=CCSc1nc(N)c2c(C)c(C)sc2n1	-3%	-5%	-5%	-3%	-4%	3%	-9%	-2%
CCOC(=O)C1CCCN(C(=S)NC2CCCCC2)C1 (stereo not given)	17%[10 µM]	-3%	1%	?	?	1%	6%	7%
Cc1cc(C(=O)c2cnc(/N=C/N(C)C)s2)c(F)cc1Cl	-35%[inhibitor]	?	-12%	-10%	-9%	-5%	-5%	-1%
CCCn1c(C)cc(/C=C(\C#N)C(=O)O)c1C	-18%[10 µM]	-5%	/	3%	-17%	6%	-1%	-5%
CC1(C(=O)NC(=S)N(CCC#N)Cc2cccnc2)CC1(Cl)Cl (stereo not given)	-1%	-2%	24%	?	6%	-7%	-3%	-7%
CC(=O)N1CCc2c(sc3c2c(=O)n(-c2ccccc2C)c(=O)n3Cc2cccc(F)c2)C1	/	/	9%	/	/	-2%	-9%	5%
CSc1sc(C(=O)NNC(=O)c2ccc(Cl)cc2)c2c1C=CCC2	22%[10 µM]	?	/	-7%	0%[9.22 µM]	?	-28%	2%
Cc1sc2ncnc(OCC(=O)NCC3CCCO3)c2c1C (stereo not given)	-27%	-6%	-10%	1%	7%	?	-3%	0%
CCOC(=O)C1CCCN(C(=O)Cn2ncn3c(cc4sc(CC)cc43)c2=O)C1 (stereo not given)	/	/	-13%	/	/	2%	4%	3%
CC(C)NC(=O)Cn1c(=O)c2c(ncn2Cc2ccccc2)n(Cc2ccccc2)c1=O	0%	-4%	?	11%	-12%	-6%	-6%	0%
O=C(C1CCN(c2nnc(-n3cccc3)s2)CC1)N1CCOCC1	15%[10 µM]	-1%	-5%	7%	?	-3%	7%	-1%
COc1cc(/C=C/C(=O)OCC(=O)N2CCC(Cc3ccccc3)CC2)ccc1O	-21%[10 µM]	0%	-29%	?	5%	-17%	-27%	11%
COc1ccc(OC)c(N=CC2=C(O)CC(C)(C)CC2=O)c1	-25%	?	18%	13µM*	4%	-3%	-9%	-1%
C=CCn1c(SCC2CCCCO2)nc2sc(CC)cc2c1=O (stereo not given)	-29%[10 µM]	-22%	/	/	-13%[9.22 µM]	-8%	5%	-3%
Cc1cc(C)cc(NC(=O)c2ccc(CSc3nnc(C)s3)cc2)c1	-42%[inhibitor]	7%	0%	-3%	-3%	?	-22%	-3%
O=C1C(Nc2ccccc2)=CC(c2ccc(O)cc2)N1c1ccccc1 (stereo not given)	5%[10 µM]	?	/	/	-6%[9.22 µM]	?	?	?

Some of these compounds in order of length of the SMILES, smallest number first.
SMILES	HTT cytoprotect	JMJD2E inh	SMN2 splice enh	ALDH1A1 inh	HTT aggregate	Tau ThT inhib	Tau fluor counter	Tau FP inhib
C=CCn1c(SCC2CCCCO2)nc2sc(CC)cc2c1=O (stereo not given)	-29%[10 µM]	-22%	/	/	-13%[9.22 µM]	-8%	5%	-3%
Cc1cc(C(=O)c2cnc(/N=C/N(C)C)s2)c(F)cc1Cl	-35%[inhibitor]	?	-12%	-10%	-9%	-5%	-5%	-1%
COc1cc(/C=C/C(=O)OCC(=O)N2CCC(Cc3ccccc3)CC2)ccc1O	-21%[10 µM]	0%	-29%	?	5%	-17%	-27%	11%
CCOC(=O)C1CCCN(C(=O)Cn2ncn3c(cc4sc(CC)cc43)c2=O)C1 (stereo not given)	/	/	-13%	/	/	2%	4%	3%
CC(=O)N1CCc2c(sc3c2c(=O)n(-c2ccccc2C)c(=O)n3Cc2cccc(F)c2)C1	/	/	9%	/	/	-2%	-9%	5%

Carrying on.
SMILES	HTT cytoprotect	JMJD2E inh	SMN2 splice enh	ALDH1A1 inh	HTT aggregate	Tau ThT inhib	Tau fluor counter	Tau FP inhib
Cc1ccc(NC(=O)CCn2cccc2)cc1F	-4%	11%	-7%	-3%	6%[9.22 µM]	-10%	-11%	0%
Cc1ccc(N(CC(=O)NCCSc2nc3ccccc3s2)S(=O)(=O)c2ccccc2)c(C)c1	0%[10 µM]	-1%	-43%[inhibitor]	-8%	?	?	-22%	-1%
COc1cccc(NC(=O)/C=C\c2ccc(Cl)cc2)c1	-55%[inhibitor]	2%	/	?	/	8%	?	?
COc1ccc(CCNC(=O)C2CCN(Cc3nc(-c4ccccc4F)oc3C)CC2)cc1OC	4%	-9%	-24%	0%	2%	-4%	-4%	-2%
CC1(C(=O)CSc2nc3ccccc3s2)CCC(=O)O1 (stereo not given)	-15%	0%	6%	?	-11%	?	-8%	?
CCc1ccccc1OCC(=O)Nc1ccc(S(N)(=O)=O)cc1	15%	-1%	35µM*	16%	3%	-2%	-7%	-4%
Cn1c(=O)c(=O)n(C)c2cc(S(=O)(=O)NCCOc3ccccc3Cl)ccc21	-14%	-6%	-8%	?	-17%	-19%	-9%	-4%
Cc1nc2scc(-c3ccc(C(C)C)cc3)c2c(=O)n1N	-42%[inhibitor]	9%	-21%	?	?	-3%	-4%	1%
COc1ccc(-n2cnc3ccccc32)cc1	-11%	-2%	-10%	1%	14µM*	-16%	-14%	0%
Cc1noc(C)c1CSc1nnc2sc3ccccc3n12	-12%	4%	0%	13%	-6%	-1%	1%	10%
